Screening results: PubChem BioAssay, National Center for Advancing Translational Sciences (NCATS)
ELG1 genotoxic: qHTS screen for small molecules that induce genotoxicity in human embryonic kidney (HEK293T) cells expressing luciferase-tagged ELG1. HEK293T ELG1-luciferase reporter, luminescence, 16 h. Potency, µM (doses to about 46 µM), for the others: at the highest dose activity change, positive = activation, most hits filed as activators. 330,000 tested, 1.3% active; also: potency is read from the fitted curve at half-maximal effect; % of control where 0% means no effect; nearly all actives have a fitted effect of over 60% in size
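HEK293T cells expressing luciferase-tagged ELG1 were treated with compound or DMSO for 16 hr at 37°C. Luciferase activity was then read after 30 min with ONE-Glo at room temperature; rising signal flags genetic stress.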
Rab9 prom act: qHTS Assay for Rab9 Promoter Activators | Huh7 Rab9 promoter-luciferase reporter, luminescence, 24 h | AID 485297, 2010 | 320,000 tested, 2.8% active | Potency, µM (highest dose often 9.22 µM), without a hit: top-dose activation, negative = inhibition, hits mostly activators; also: potency is read from the fitted curve at half-maximal effect; % of control where 0% means no effect; nearly all actives have a fitted effect of over 60% in size
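Stable Rab9-luc Huh7, 1500 cells/well, 2 h settle; cmpd in DMSO, 24 h, 37 °C/5% CO2; luciferase reagent 10 min RT; luminescence.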
Gal4-VP16 FLuc: VP16 counterscreen qHTS for inhibitors of ROR gamma transcriptional activity; Drosophila S2 Gal4-VP16 UAS-luciferase, luminescence, 20 h; Potency, µM (highest dose often 53.6 µM), without a hit: top-dose activity, negative = inhibition, hits mostly inhibitors; 310,000 tested, 3.5% active;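 also: Gal4-VP16 expression switched on by copper sulfate through the metallothionein promoter; potency is read from the fitted curve at half-maximal effect; % is scaled to controls: 0 for no effect and ±100 for the full control effect; nearly all actives have a fitted effect of over 50% in size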
PKM2 activator: qHTS Assay for Activators of Human Muscle isoform 2 Pyruvate Kinase; purified PKM2, Kinase-Glo ATP luminescence, activation; response scale: 0% is enzyme alone, no compound; Potency, µM (series often up to 57.5 µM), for inactives: at the highest dose activation, actives largely listed as activators; 260,000 tested, 0.34% active; AID 1631, 2009; also: potency is read from the fitted curve at half-maximal effect; % is scaled to controls: 0 for no effect and ±100 for the full control effect; nearly all actives have a fitted effect of over 55% in size
Target sequence (P14618 whole entry, looked up, canonical isoform): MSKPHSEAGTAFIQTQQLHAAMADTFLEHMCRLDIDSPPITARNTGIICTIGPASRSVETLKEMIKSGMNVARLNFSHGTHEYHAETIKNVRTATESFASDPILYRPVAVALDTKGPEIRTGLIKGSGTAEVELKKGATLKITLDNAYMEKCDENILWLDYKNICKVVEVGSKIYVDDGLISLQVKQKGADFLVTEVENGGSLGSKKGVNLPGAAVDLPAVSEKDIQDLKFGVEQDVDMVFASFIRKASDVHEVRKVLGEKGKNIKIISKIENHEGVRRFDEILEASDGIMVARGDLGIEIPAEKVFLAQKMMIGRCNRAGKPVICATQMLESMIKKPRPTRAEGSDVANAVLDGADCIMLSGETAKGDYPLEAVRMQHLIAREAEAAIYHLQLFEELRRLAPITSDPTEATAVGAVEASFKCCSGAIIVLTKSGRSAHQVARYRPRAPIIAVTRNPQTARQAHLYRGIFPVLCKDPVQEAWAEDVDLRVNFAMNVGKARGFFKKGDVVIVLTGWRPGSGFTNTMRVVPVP
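Purified hPK-M2 (>95%) run at intermediate activity with 0.1 mM ADP and 0.5 mM PEP in 50 mM imidazole pH 7.2, KCl, MgCl2; 1 h room temperature. ATP formed read by Kinase-Glo luminescence; normalized to uninhibited and no-enzyme controls.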
RORg inh: qHTS for inhibitors of ROR gamma transcriptional activity. Drosophila S2 Gal4-RORgamma UAS-luciferase reporter, 20 h. Potency, µM (top dose mostly 53.6 µM), inactives show top-dose activity change, negative = inhibition, usual class: inhibitors. AID 2551, 2010. Nuclear receptor ROR-gamma (Mus musculus), P51450. 310,000 tested, 5.4% active; also: potency is read from the fitted curve at half-maximal effect; % is scaled to controls: 0 for no effect and ±100 for the full control effect; nearly all actives have a fitted effect of over 60% in size
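ROR gamma transcriptional activity was tracked as Gal4-UAS luciferase output in stably transfected Drosophila Schneider cells, with compound added 1 hr before 700 uM copper sulfate induction and a 20 hr ambient-temperature incubation.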
p53 reactivation: qHTS assay for re-activators of p53 using a Luc reporter. AID 504706, 2011. 320,000 tested, 0.063% active. Potency, µM (series often up to 92.2 µM), inactives show at the highest dose activity change, positive = activation, hits mostly activators. H1299 p53-A138V BP100-luciferase reporter, luminescence, 24 h; also: potency is read from the fitted curve at half-maximal effect; % of control where 0% means no effect; nearly all actives have a fitted effect of over 45% in size
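H1299 (p53-null), stable ts p53-A138V + BP100-Luc; 1000 cells/well, Opti-MEM/10% FBS; cpd 4 pt, 1:5; 24 h, 37 deg C, 5% CO2; detection reagent 10 min RT; luminescence.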
Menin-MLL TR inh: qHTS Assay for Inhibitors Targeting the Menin-MLL Interaction in MLL Related Leukemias: Competition With Texas Red Labeled MLL-derived Mutant Peptide; O00255; Menin + Texas Red MLL mutant peptide, fluorescence polarization; Potency, µM (top dose mostly 61.6 µM), without a hit: at the top dose FP activity change, negative = inhibition, most hits filed as inhibitors; 270,000 tested, 0.23% active; active = well fitted inhibition curve with a large enough effect in the polarisation, with a control signal flat, not every such curve was filed as active; inconclusive = small, poorly fitted or top-dose-only effect, or effect the other way, or a change in a side signal; inactive = no such curve, though single readings can be large or run the other way; the % refers to the polarisation; also: potency is read from the fitted curve at half-maximal effect; % of control where 0% means no effect; many of its hits are not listed in these tables
Target sequence (O00255 whole entry, looked up): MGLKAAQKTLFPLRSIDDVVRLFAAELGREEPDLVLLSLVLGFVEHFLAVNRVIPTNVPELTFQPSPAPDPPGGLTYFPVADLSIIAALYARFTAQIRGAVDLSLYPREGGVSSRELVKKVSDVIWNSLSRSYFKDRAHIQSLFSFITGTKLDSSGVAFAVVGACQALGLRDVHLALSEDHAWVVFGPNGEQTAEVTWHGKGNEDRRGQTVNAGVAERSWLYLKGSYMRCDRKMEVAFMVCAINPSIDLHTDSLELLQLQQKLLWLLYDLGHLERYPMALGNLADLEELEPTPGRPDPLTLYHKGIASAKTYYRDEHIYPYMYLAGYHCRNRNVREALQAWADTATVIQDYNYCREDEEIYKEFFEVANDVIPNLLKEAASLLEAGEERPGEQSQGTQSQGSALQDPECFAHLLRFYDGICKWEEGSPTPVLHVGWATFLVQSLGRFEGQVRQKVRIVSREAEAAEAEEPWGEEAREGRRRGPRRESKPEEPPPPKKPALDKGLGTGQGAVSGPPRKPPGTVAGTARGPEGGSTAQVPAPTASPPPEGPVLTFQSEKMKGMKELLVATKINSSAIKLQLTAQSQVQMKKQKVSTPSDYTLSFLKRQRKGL
NPC1 prom act: qHTS Assay for NPC1 Promoter Activators; Huh7 NPC1 promoter luciferase reporter, 24 h; Potency, µM (highest dose often 9.22 µM), for the others: top-dose activation, most hits filed as activators; 320,000 tested, 2.4% active; AID 485313, 2010;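 also: potency is read from the fitted curve at half-maximal effect; % of control where 0% means no effect; nearly all actives have a fitted effect of over 60% in size; reporter is driven by a mutant NPC1 promoter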
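Stably transfected Huh7 (NPC1 promoter→luciferase), 1500 cells/well in Opti-MEM + 10% FBS, 2 h settle, then compound 24 h at 37 °C. Luminescence after 10 min with Amplite reagent.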
FLuc modulator: qHTS profiling assay for firefly luciferase inhibitor/activator using purifed enzyme and Km concentrations of substrates (counterscreen for miR-21 project); Luciferin 4-monooxygenase (Photinus pyralis), P08659; Potency, µM (doses to about 57.5 µM), inactives show at the top dose activity change, negative = inhibition, most hits filed as inhibitors; purified FLuc, Km substrates, luminescence inhibition; 360,000 tested, 6.9% active; AID 588342, 2011;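 also: potency is read from the fitted curve at half-maximal effect; plate controls were vehicle for no effect and reference inhibitor for full effect; nearly all actives have a fitted effect of over 55% in size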
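Biochemical qHTS of compounds, final roughly 60 µM downward over six points, against 10 nM purified firefly luciferase using Km concentrations of substrates (10 uM D-luciferin, 10 uM ATP) in Tris acetate pH 7.5 buffer; luminescence output.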
Giardia killer: Small Molecules that selectively kill Giardia lamblia: qHTS | Giardia lamblia trophozoite viability | activity change, % at 7.66 µM, hits read low | 340,000 tested, 0.15% active | AID 540267, 2011; in the data active = activity change below about -80%; inconclusive = between about -30% and that limit;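 also: parasites exposed to compound for two days anaerobically before the ATP read; % is scaled to controls: 0 for no effect and ±100 for the full control effect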
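Giardia trophozoites, 100 cells per well, were exposed to compounds for 48 hrs at 37 deg C under anaerobic conditions; viability was then read as ATP content by bioluminescence after 15-30 min at room temperature.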
BRCA1 expr act: qHTS Assay to Identify Small Molecule Activators of BRCA1 Expression; MCF7-BRCA1-FFLuc reporter, luminescence, 48 h; response scale: scaled: vehicle 0%, 10 µM genistein 100%; Potency, µM (titrated, usually from 46.1 µM), inactives show at the highest dose activation, usual class: activators; 380,000 tested, 1.1% active; also: potency is read from the fitted curve at half-maximal effect; nearly all actives have a fitted effect of over 80% in size; some results filed as inactive show a strong effect at the top dose
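Reporter cells (MCF7, BRCA1 promoter-firefly luciferase) received library compounds across a concentration series for 48 h. End-point luminescence was measured and concentration-effect curves derived after normalization.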
An asterisk follows results filed as active; u = inconclusive; x = no result given; [ ] = remark or other dose. Unless noted, calls follow the shape of the dose curve; as a rule, active = well fitted curve in the direction sought with a large enough effect; inconclusive = small, poorly fitted or top-dose-only effect, or another doubt; inactive = no such curve, though single readings can be large; an effect the other way counts as inactive or inconclusive. An excerpt, so the mix of outcomes need not match the whole.

Values in the order: p53 reactivation, Giardia killer, BRCA1 expr act, Rab9 prom act, Gal4-VP16 FLuc, NPC1 prom act, ELG1 genotoxic, FLuc modulator, PKM2 activator, RORg inh, Menin-MLL TR inh
- O=C(Cn1nnc(-c2cccc(C(F)(F)F)c2)n1)NC(=O)NCc1ccco1
→ 8.6%, -13.1, -21.0%, 0.0%, -1.9%, 5.8%, -1.4%, -5.3%, -11.5%, 26.1%, -9.5%
- O=C(NCCSc1c[nH]c2ccccc12)c1ccc2c(c1)OCO2
→ 2.8%, 0.0, 3.3%, 11.8%, -17.7%, 10.0%, -1.6%, u, -12.2%, 8.8%, 19.0%
- COc1ccc(CSc2nc(C)cc(=O)[nH]2)cc1
→ 1.5%, 5.9, 12.9%, 9.1%, -5.3%, -4.2%, 4.5%, u, 1.5%, 0.9%, -1.3%
- O=C(Cn1ncc2c(=O)oc3ccccc3c21)NCC1COc2ccccc2O1 (centres undefined)
→ -1.0%, -9.1, -7.4%, 4.8%, -8.8%, -6.1%, 1.8%, 0.8%, 4.8%, -16.8%, 7.0%
- O=C(OCC(=O)N1CCc2ccccc21)c1ccncc1
→ 2.8%, 2.1, 0.0%, -0.2%, x, -2.0%, -1.3%, u, x, x, x
- CCCCCc1nnc(NC(=O)C2CCCO2)s1 (centres undefined)
→ u, 3.0, u, u, 1.7%, 27.8%, 13µM*, u, 4.4%, -18.4%, 19.0%
- Nc1c(-c2ccccc2)cnn1C1CCS(=O)(=O)C1 (centres undefined)
→ -1.3%, -8.0, -11.6%, -0.1%, 13.4%, -0.4%, 3.3%, 2.7%, 0.0%, -17.5%, -27.0%
- COc1ccc(NC(=O)C(c2ccc(OC)cc2)N(C)C(=O)CC2NC(=O)NC2=O)cc1 (centres undefined)
→ -9.5%, 14.9, 4.1%, -0.4%, 6.1%, -3.8%, 1.6%, -1.3%, -2.9%, -8.5%, -6.6%
- O=C1c2ccccc2C(=O)N1CCc1nc(-c2ccc(Cl)cc2)no1
→ -2.0%, 2.2, -0.8%[1.84 µM], 4.8%, 11.5%, 0.4%, -0.5%, -3.1%, -0.4%, 3.0%, 12.5%
- Cc1ccc([N+](=O)[O-])c(OCC(O)CNC(C)(C)C)c1 (centres undefined)
→ -2.7%, -25.8, -5.4%, -1.4%, -2.3%, -1.5%, -9.2%, 0.3%, -7.9%, 16.1%, x
- CN(C(=O)CSc1ncccc1C(=O)O)c1ccccc1
→ 2.1%, -5.0, 6.5%, -17.6%, -4.0%, -0.1%, -0.7%, -1.3%, 4.9%, -1.9%, -23.3%
- Cc1cc(S(=O)(=O)N2CCN(c3ccc(F)cc3)CC2)ccc1-n1cnnn1
→ 20.1%, -11.6, -15.2%, -6.6%, -11.2%, -2.2%, -8.1%, 1.8%, 8.9%, 40.0%, 17.2%
- COC(=O)c1cc(C(=O)OC)cc(S(=O)(=O)Nc2ccc(Cl)c(N)c2)c1
→ -3.1%, 8.9, -15.9%, 19.5%, -0.4%, 1.8%, 0.9%, 4.2%, 7.8%, -3.0%, 12.3%
- Cn1c(=O)c2c(nc(SCCN3CCOCC3)n2C)n(C)c1=O
→ 2.0%, 21.7, -19.8%, 5.7%, 2.5%, 4.3%, -0.9%, -5.4%, -2.3%, -22.1%, 9.2%
- COc1ccccc1C(=O)N/N=C(\C)CC(=O)Nc1ccccc1NC(C)=O
→ 11.4%, -13.2, -7.0%, -0.4%, -7.3%, -1.6%, -1.2%, -9.8%, -2.3%, -44.2%, -17.7%
- O=C(c1cccc(F)c1)N1CCN(C(=O)c2cc(-c3ccc(Cl)cc3Cl)on2)CC1
→ 8.6%, 5.8, 42.1%, -3.1%, -24.8%, 0.5%, -5.2%, 10.7µM*, 2.9%, -19.4%, -25.2%
- COc1cc(C)c(Br)cc1S(=O)(=O)N1CCCC1
→ -4.5%, 1.1, 3.0%, 0.0%, 1.0%, 0.8%, -5.1%, 4.7%, 4.1%, -13.0%, 1.9%
- O=C(CCC1CCCN(C(=O)C2(c3ccccc3)CC2)C1)N1CCN(c2ccccn2)CC1 (centres undefined)
→ 2.2%, 25.0, -43.7%, u, 26.6%, 17.8%, 15.6%, -16.1%, 20.7%, 19.2%, 8.3%
- Cc1cc(Cl)c2oc(C(=O)N(C)Cc3ccon3)c(C)c2c1
→ u, 5.2, u, 2.82µM*, u, 3.98µM*, 18.3µM*, 13.5µM*, 3.4%, 6.5%, -10.3%
- COc1ccc(S(=O)(=O)N2CCC(NC(=O)Nc3ccc(C)cc3)CC2)cc1
→ -3.5%, -19.8, -10.9%, -2.9%, -3.5%, 1.2%, -4.9%, -1.2%, 19.3%, 25.7%, x
- CN1CCN(c2ccc(S(=O)(=O)N3CCOCC3)cc2NC(=O)CC(C)(C)C)CC1
→ -6.8%, 8.6, 2.1%, -1.7%, x, 0.8%, 1.3%, 5.6%, x, x, x
- CSc1ncccc1C(=O)Nc1ccc2c(c1)OCO2
→ 16.3%, 6.6, -3.9%, -1.7%, x, -0.1%, 5.6%, u, x, x, x
- Cc1cc(Br)c(S(=O)(=O)n2nnc3ccccc32)cc1C
→ -5.5%, 11.0, 5.5%, -1.2%, -9.1%, -0.6%, 0.5%, 1.4%, -0.4%, -35.5%, -13.4%
- COc1cccc(-c2cc(C(=O)NCc3cccs3)no2)c1
→ 10.3%, 3.1, u, 3.16µM*, -10.2%, 3.16µM*, 23.1µM*, 4.78µM*, -1.6%, 23.8%, x
- COc1cc(C(=O)OCC(=O)Nc2cc(C)on2)c([N+](=O)[O-])cc1OC
→ -1.1%, 1.7, 12.0%, 1.5%, -7.3%, -5.6%, -3.7%, -3.5%, u, 30.1%, u
- Cc1nc2ccc3nc(NC(=O)c4ccc(S(=O)(=O)N5CCOCC5)cc4)sc3c2s1
→ -0.5%, -7.4, -4.6%, 1.0%, -6.1%, -3.4%, 0.9%, 3.4%, -4.0%, -9.5%, 18.5%
- CC1Cc2ccccc2N1S(=O)(=O)c1cccc(C(=O)NCCCn2ccnc2)c1 (centres undefined)
→ 17.3%, -5.9, -26.4%, -10.5%, -28.1%, 5.7%, -7.9%, -5.7%, -4.7%, -11.3%, 20.8%
- Cc1cccc(NC(=S)N2CCN(C(=O)c3ccco3)CC2)c1
→ 23.0%, 12.6, 10.9%, 3.8%, 4.5%, 0.1%, -1.2%, 1.9%, -2.6%, -18.7%, x
- Cc1ccsc1C(=O)OCC(=O)Nc1nnc(-c2ccccc2)o1
→ 0.7%, -3.1, -5.3%, -1.8%, x, 5.1%, 0.8%, -6.5%, x, x, x
- CC(Sc1nnc(NC2CC2)s1)C(=O)Nc1ccc(N2CCOCC2)cc1 (centres undefined)
→ -4.6%, -14.4, 2.5%, -5.6%, x, 1.4%, 1.2%, -0.5%, x, x, x
- CCOC(=O)C1CCCN(S(=O)(=O)c2cc3c4c(c2)CCC(=O)N4CCC3)C1 (centres undefined)
→ -6.5%, -0.7, -24.3%, -8.9%, x, -0.2%, -3.3%, -0.9%, x, x, x
- CCCCc1ccc(NC(=S)Nc2ccc(Nc3ccc(OC)cc3)cc2)cc1
→ u, 26.3, -62.6%, -4.5%, 1.58µM*, 0.2%, -5.8%, 0.7%, 2.8%, 1.12µM*, u
- CCn1cc(NC(=O)Nc2ccccc2C(=O)OC)c(C(N)=O)n1
→ 14.5%, 21.6, 4.7%, -0.7%, -1.2%, -2.9%, 1.2%, 0.3%, -1.6%, 0.3%, 8.1%
- CCn1c(C)c(C(C)=O)c(N2CCN(c3ccc(OC)cc3)CC2)nc1=S
→ 4.1%, -19.4, -20.7%, -1.7%, 1.0%, -0.9%, -10.8%, 5.4%, -2.6%, -26.5%, -1.2%
- O=C(NCc1ccccc1)C1CCCN1S(=O)(=O)c1ccc(Cl)cc1 (centres undefined)
→ -6.5%, -23.0, 0.5%, 2.6%, -2.6%, -2.8%, -1.9%, 1.2%, -1.0%, -0.7%, -9.6%
- NC(=O)c1sc2nc(-c3ccccc3)c3c(c2c1N)CCCC3
→ 1.6%, 7.8, 0.3%, -0.3%, -3.1%, 1.4%, -5.9%, -18.2%, 12.2%, 1.9%, -0.1%
